Compound activity (PubChem BioAssay)
MITF inh – MITF inhibitors, primary screen, biochemical, AlphaScreen, human; AlphaScreen MITF homodimerization, bead proximity signal; inhibition, % at 2.6 µM; AID 1259374, 2018; Microphthalmia-associated transcription factor (Homo sapiens), O75030; actives 0.91% (n = 650,000); in the data active = inhibition above about 50%;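 note: 0% = vehicle wells with protein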
Target sequence (O75030 whole entry, looked up): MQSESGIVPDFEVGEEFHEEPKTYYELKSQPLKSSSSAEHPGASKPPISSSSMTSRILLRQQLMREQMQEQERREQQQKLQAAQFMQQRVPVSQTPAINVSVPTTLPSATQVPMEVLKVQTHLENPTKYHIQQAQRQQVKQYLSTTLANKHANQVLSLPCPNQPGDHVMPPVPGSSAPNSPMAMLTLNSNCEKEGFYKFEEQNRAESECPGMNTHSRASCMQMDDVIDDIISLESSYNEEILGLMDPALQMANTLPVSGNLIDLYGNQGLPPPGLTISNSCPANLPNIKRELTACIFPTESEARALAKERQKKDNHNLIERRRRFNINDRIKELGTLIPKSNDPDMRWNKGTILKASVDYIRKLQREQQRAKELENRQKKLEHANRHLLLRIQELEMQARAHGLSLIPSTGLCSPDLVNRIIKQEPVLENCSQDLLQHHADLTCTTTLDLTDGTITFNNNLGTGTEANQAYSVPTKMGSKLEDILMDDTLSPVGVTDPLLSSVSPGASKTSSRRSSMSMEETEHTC
TEAD-YAP inh – TEAD-YAP interaction inhibition, primary screen, TEAD-YAP interaction inhibitor project, luminescence, HEK-TIYL cells. TEAD-Gal4/YAP UAS-luciferase luminescence. inhibition, % at 9.12 µM. actives 1.4% (n = 640,000). AID 1259422, 2018; in the data active = inhibition above about 32%;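 note: 0% = median of test compound wells and 100% = reference inhibitor wells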
GPR151 ag – activators of human GPR151, primary screen, cell-based, PathHunter beta-arrestin, luminescence. activation, % at 11.2 µM. AID 1508602, 2020. PathHunter beta-arrestin GPR151 cells. actives 1% (n = 650,000). G-protein coupled receptor 151 (Homo sapiens), Q8TDV0; in the data active = activation above about 4.9%;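 note: 0% = median of compound wells and 100% = cells with positive control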
Target sequence (Q8TDV0 whole entry, looked up): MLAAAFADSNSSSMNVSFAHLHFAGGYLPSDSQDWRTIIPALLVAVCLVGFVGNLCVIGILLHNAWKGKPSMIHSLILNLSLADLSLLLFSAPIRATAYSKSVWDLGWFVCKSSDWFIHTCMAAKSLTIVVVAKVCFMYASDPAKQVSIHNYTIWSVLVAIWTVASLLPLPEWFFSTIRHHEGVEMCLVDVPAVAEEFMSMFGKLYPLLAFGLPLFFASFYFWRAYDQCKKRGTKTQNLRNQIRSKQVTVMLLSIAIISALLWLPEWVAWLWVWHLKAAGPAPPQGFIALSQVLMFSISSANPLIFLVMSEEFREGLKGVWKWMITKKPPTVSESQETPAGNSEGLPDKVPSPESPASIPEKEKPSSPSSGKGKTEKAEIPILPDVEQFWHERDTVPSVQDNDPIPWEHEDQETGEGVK
FBW7 activator – FBW7 E3 ligase activators, primary screen, biochemical, AlphaScreen, human; normalized activity (activation), % at 26.1 µM; actives 0.13% (n = 650,000); AlphaScreen FBW7–phospho-cyclin E peptide binding, activator screen; F-box/WD repeat-containing protein 7 (Homo sapiens), Q969H0; AID 1259310, 2017; in the data active = normalized activity above about 1.9%;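 note: purified mutant Fbw7 with reduced substrate affinity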
Starred values were filed as active, the others as inactive. Hits appear at their usual frequency, and some 3.5% of all compounds hit somewhere here.

SMILES	MITF inh	TEAD-YAP inh	GPR151 ag	FBW7 activator
CNC(=O)CSc1nnc(-n2nc(C)cc2C)c2ccccc12	-2	-4	-0.8	-0.1
C=CCn1c2cc(C)sc2c2cnn(CC(N)=O)c(=O)c21	5	-4	-0.4	0.0
O=C(CCN1C(=O)/C(=C/c2ccccc2F)SC1=S)Nc1cc([N+](=O)[O-])ccc1O	-1	-6	0.5	0.3
CC(=O)NCCNC(=O)CCCn1c(=O)[nH]c2ccccc2c1=O	-9	-4	-0.3	-0.1
Cc1ccc(/C(O)=C2\C(=O)C(=O)N(CCO)C2c2ccccc2[N+](=O)[O-])cc1 (centres undefined)	20	-39	-1.7	0.3
CC(NC(=O)C1CCN(c2nc3ccccc3n2C)CC1)c1cccs1 (centres undefined)	11	12	0.4	0.0
Cc1cc(=O)n2c(n1)SCC2CC(=O)Nc1ccc(N(C)C)cc1 (centres undefined)	0	-6	1.4	0.1
NC(=O)c1nc(-c2cccs2)nc2c1[nH]c(=O)n2Cc1ccc2c(c1)OCO2	-10	5	-1.1	0.7
CC(C)c1csc(CN2CCC(N3CCC(C(=O)N4CCOCC4)CC3)CC2)n1	11	15	1.7	0.3
CCN(CC)C(=O)C1CCCN(c2cccc(C(=O)Nc3ccc(N4CCOCC4)cc3)n2)C1 (centres undefined)	19	-41	0.5	-0.3
C=CCN1C(=O)SC(CC(=O)Nc2ccc(C(=O)OC)cc2)C1=O (centres undefined)	-2	1	-0.7	-0.1
Cc1c(-c2ccn[nH]2)sc2ccccc12	2	-31	0.2	-0.1
Cc1cc(C)c(C#N)c(S(C)(=O)=O)n1	17	-1	-0.7	0.3
Cc1nc2nc(-c3ccccc3)nn2c(C)c1C	16	-38	0.1	0.5
CCOC(=O)CCNC(=O)N1CCCC(N2CCOCC2)C1 (centres undefined)	8	5	1.3	0.0
O=C1N(C2Cc3ccccc3C2)C[C@@H]2C[C@@H](c3ccccn3)N3CCC[C@@]123	-12	0	-1.6	0.3
Cc1ccc2occ(CN3CCN(c4ccccc4)CC3)c(=O)c2c1	23	-3	3.3	-0.1
COCCCNC(=S)N1CCCC(c2nc3ccc(C)cc3[nH]2)C1 (centres undefined)	-10	-22	5.2*	-0.1
CC1CCN(S(=O)(=O)c2ccc3c(c2)OCCO3)CC1	-6	5	-0.7	0.0
CCOc1ccccc1-n1c(SCC(=O)N(C)C)nnc1-c1cccs1	3	-5	0.2	-0.1
COc1ccc(CN2CCN(S(=O)(=O)c3cc([N+](=O)[O-])ccc3C)CC2)c(OC)c1OC	-20	-13	1.7	0.1
Cn1c(CO)nc2cc(N=Cc3cccc(O)c3O)ccc21	-16	-12	0.1	-0.1
COCCOC(=O)C1=C(C)N(C)C(=O)NC1c1ccccc1[N+](=O)[O-] (centres undefined)	4	10	-0.7	0.1
CCOC(=O)c1ccc(NS(=O)(=O)c2c(C)nc3sccn3c2=O)cc1	8	5	-1.3	0.3
ClCCOc1c(Cl)cc(Cl)c2c1OCCO2	14	0	0.7	-0.1
(listing goes on)
SMILES	MITF inh	TEAD-YAP inh	GPR151 ag	FBW7 activator
Cc1ccc(S(=O)(=O)NCC(=O)O)cc1	-5	-12	0.4	0.0
CC(=O)c1ccc(OCC(=O)NCC2Cc3cc(-c4nc(C)cnc4C)cc(F)c3O2)cc1 (centres undefined)	3	-4	0.4	0.2
Nc1ccccc1C(=O)NCCNC(=O)c1ccccc1N	8	-4	1.0	-0.1
CCC(CC)C(=O)N1CCc2cc(OC)c(OC)cc2C1COc1ccccc1OC (centres undefined)	7	-22	0.1	-0.1
O=C(NNC1OC(CO)C(O)C1O)c1ccccc1O (centres undefined)	18	-13	-0.9	-0.1
O=C1OC(/C=C/c2cccc(Cl)c2Cl)=NC/1=C\c1cccs1	17	11	0.9	0.2
CC(=O)N(CCN1C(=O)c2cccc3cccc(c23)C1=O)c1cccc2ccccc12	-1	0	0.0	-0.1
Cc1ccccc1N(C)S(=O)(=O)c1nnc(NC(=O)c2ccccc2F)s1	10	-1	0.6	-0.1
Cc1ccc(-n2c(=O)[nH]c(=O)c3sc(N)nc32)cc1	6	8	0.6	-0.1
CCOCCCNC(=O)CCC(=O)Nc1ccc2nc(N3CCN(C)CC3)cc(C)c2c1	0	-8	1.7	-0.1
Cc1ccc(NC(=O)C(NS(=O)(=O)c2ccc3c(c2)oc(=O)n3C)C(C)C)cc1C (centres undefined)	7	6	-0.5	1.1
CCCn1c(=O)c2c(nc3n2CCCN3Cc2ccco2)n(C)c1=O	9	10	0.3	0.3
CC(NCc1ccc(S(N)(=O)=O)cc1)c1nc2scc(-c3cccs3)c2c(=O)[nH]1 (centres undefined)	-2	-6	1.4	-0.1
COc1ccccc1C(=O)Nc1ccc(Cl)c(-c2nc3cc(C)ccc3o2)c1	-11	-15	0.6	-0.1
CCOC(=O)c1ccc(NC(=O)c2cn(-c3ccccc3)nc2-c2ccc(F)cc2)cc1	8	2	-0.5	0.0
Cc1ccc(N2C(=S)NC3c4cc(Br)ccc4OC2(C)C3C(=O)Nc2ccc(Cl)cc2)cc1 (centres undefined)	8	1	2.2	-0.2
O=C(NCCc1c[nH]c2ccccc12)C1CC12CCN(C(=O)CC1=CCCCC1)CC2 (centres undefined)	2	3	0.0	-0.1
CCCCC(=O)Nc1ccc(C(=O)NNC(=O)Cc2ccc(OC)cc2)cc1	4	4	0.9	0.1
CC(=O)N/C(=C/c1ccc([N+](=O)[O-])cc1)C(N)=O	9	5	0.1	0.0
CCn1cc(C(=O)O)c(=O)c2cc(F)c(N3CCN(C(=S)NC(=O)Cc4ccc(Cl)cc4)CC3)cc21	24	-13	-0.5	0.8
c1ccc(CN2CCN(c3nc4ccccc4n4nnnc34)CC2)cc1	-3	-11	0.8	-0.1
CNc1cc(N2CCCCCC2)ccc1[N+](=O)[O-]	4	-3	-1.4	0.0
Cc1cccc(C(=O)Nc2cccc(C(F)(F)F)c2)c1[N+](=O)[O-]	17	8	-0.4	0.1
CCNC(=O)/C(C#N)=C/c1c(Oc2cccc(C)c2)nc2ccccn2c1=O	20	24	-6.5	0.2
COc1cccc(C(=O)NNC(=O)C(=O)Nc2cccc3ccccc23)c1	5	5	-0.4	-0.1

In a second layout: entries from further up.
Sequence of screens: MITF inh	TEAD-YAP inh	GPR151 ag	FBW7 activator
- c1ccc(CN2CCN(c3nc4ccccc4n4nnnc34)CC2)cc1
    -3	-11	0.8	-0.1
- CNc1cc(N2CCCCCC2)ccc1[N+](=O)[O-]
    4	-3	-1.4	0.0
- Cc1cccc(C(=O)Nc2cccc(C(F)(F)F)c2)c1[N+](=O)[O-]
    17	8	-0.4	0.1
- CCNC(=O)/C(C#N)=C/c1c(Oc2cccc(C)c2)nc2ccccn2c1=O
    20	24	-6.5	0.2

One compound at a time, from the list above:
C=CCN1C(=O)SC(CC(=O)Nc2ccc(C(=O)OC)cc2)C1=O (centres undefined) reads MITF inh: -2; TEAD-YAP inh: 1; GPR151 ag: -0.7; FBW7 activator: -0.1
COCCCNC(=S)N1CCCC(c2nc3ccc(C)cc3[nH]2)C1 (centres undefined) reads MITF inh: -10; TEAD-YAP inh: -22; GPR151 ag: 5.2*; FBW7 activator: -0.1

More structures follow:
SMILES	MITF inh	TEAD-YAP inh	GPR151 ag	FBW7 activator
COc1ccc(-n2cnc3cc(NC(=O)c4ccccc4)ccc32)cc1	8	-6	0.2	0.0
Cc1ccc(N2C(=O)C3C4c5ccccc5C(C(=O)O)(c5ccccc54)C3C2=O)cc1Cl (centres undefined)	11	6	0.1	0.0
COc1ccc(-c2noc(N3CCN(Cc4ccc5c(c4)OCO5)CC3)n2)cc1	10	11	0.7	0.2
Cc1cc(Cl)ccc1OCC(=O)NCCc1nc2ccccc2[nH]1	5	8	0.2	0.0
Cc1ccc2[nH]c(=O)c(CN(CCO)C(=O)NC3CCCCC3)cc2c1	3	11	0.1	0.5
Cc1cccc(N(CC(=O)Nc2ccccc2)S(=O)(=O)c2ccccc2)c1C	-12	-6	0.6	-0.2
O=C(NCCc1ccccc1)c1sccc1S(=O)(=O)N1CCN(c2ccccc2F)CC1	-7	3	0.7	0.2
O=C(Nc1nnc(-c2ccc3c(c2)CCCC3)o1)c1ccc2c(c1)OCCO2	-4	-1	-1.0	-0.1
CC(C)c1nnc(NC(=O)CCN2C(=O)c3ccccc3C2=O)s1	10	16	-0.3	0.0
CCCCCCSc1nc(O)cc(=O)n1C	-13	7	0.0	0.0
COc1ccccc1N1CCN(c2cc(N3CCCC3)nc(C)n2)CC1	-4	1	1.0	-0.3
FC(F)Oc1ccccc1CN1CCC(NCC2CC2)CC1	11	5	-0.2	0.2
Cc1cc(C)nc(NS(=O)(=O)c2ccc(NC(=O)CSc3nc4c(cc3C#N)CCC4)cc2)n1	15	1	-1.5	0.0
CC(C)OC(=O)c1c(N)sc2c1CCCC2	14	-5	-0.7	0.7
CC(=O)c1c(C)[nH]c(C(=O)CC#N)c1C	10	0	4.3	0.1
O=C(NCc1ccccc1)C1CCN(c2ccc(Nc3ccc(-n4ccnc4)cc3)nn2)CC1	11	2	-1.9	-0.1
Cc1cc(/C=C2\C(=O)NC(=O)N(C)C2=O)c(C)n1-c1ccc(C(C)C)cc1	15	6	-0.5	-0.2
Cc1c(C)n2c(SCC(=O)N3CC(C)OC(C)C3)nnc2[nH]c1=O (centres undefined)	-3	-4	-1.3	-0.1
Cc1cnc(C(=O)N[C@@H](Cn2nnc3ccccc32)C(C)C)cn1	0	-9	0.0	-0.1
COc1ccccc1NC(=O)Cn1c(=O)n(CCCCC(=O)NC(C)C)c(=O)c2ccccc21	14	15	0.3	0.6
CC(=O)c1ccc(N2CCN(C(=O)CCCN3C(=O)C4C5C=CC(C5)C4C3=O)CC2)cc1 (centres undefined)	13	-18	0.0	0.4
Cc1ccc(N(CC(=O)NCCSC2CCCCC2)S(C)(=O)=O)cc1C	7	11	-0.2	0.2
Cc1ccc(C)c(Nc2nc(NCCO)c3ccccc3n2)c1	-2	6	0.4	-0.3
CC(=O)NC1=NN(C(C)=O)C(C)(c2ccc(-c3ccccc3)cc2)S1 (centres undefined)	1	6	0.1	0.3
CCOc1ccc(N(C(C)C(=O)Nc2cccc3ccccc23)S(C)(=O)=O)cc1 (centres undefined)	10	14	-0.2	-0.1

Three entries from above, sorted by length of the SMILES, rising:
SMILES	MITF inh	TEAD-YAP inh	GPR151 ag	FBW7 activator
CC(C)OC(=O)c1c(N)sc2c1CCCC2	14	-5	-0.7	0.7
O=C(Nc1nnc(-c2ccc3c(c2)CCCC3)o1)c1ccc2c(c1)OCCO2	-4	-1	-1.0	-0.1
CC(=O)c1ccc(N2CCN(C(=O)CCCN3C(=O)C4C5C=CC(C5)C4C3=O)CC2)cc1 (centres undefined)	13	-18	0.0	0.4

(listing goes on)
SMILES	MITF inh	TEAD-YAP inh	GPR151 ag	FBW7 activator
CCOc1ccccc1/C=C1\C=C(c2ccccc2)OC1=O	-1	-1	-1.3	0.0
CCOc1ccc(-n2c(C)nc3cc(C(=O)NCc4ccc(C)cc4)ccc32)cc1	-2	-5	5.3*	-0.3
CN1C(=O)/C(=C/c2nc3ccccc3c(=O)n2Cc2ccccc2)c2ccccc21	3	-7	-0.5	0.0
Cc1ccc2c(c1)CC(=O)NC21CCN(C(=O)CC2(CC(=O)O)CCCC2)CC1	1	0	0.6	-0.3
O=C(Nc1cccc(Cl)c1Cl)c1ccccc1I	7	-50	0.3	0.8
CC(=O)N1CCc2cc(Br)cc(S(=O)(=O)NCCCOC(C)C)c21	0	-1	0.6	-0.1
O=C(CC1(O)C(=O)Nc2ccc(Br)cc21)c1ccccn1 (centres undefined)	2	8	0.5	0.1
O=C(c1ccc(Cl)cc1)C1CCN(S(=O)(=O)c2ccccc2)CC1	-19	1	0.7	0.0
CC1=C(C(=O)N2CCOCC2)C(c2ccc(C)cc2)NC(=S)N1 (centres undefined)	70*	-8	-0.7	-0.2
O=C(NCc1csc(-c2cccs2)n1)C1=Cc2ccccc2OC1	1	-5	0.7	-0.3
Cc1ccc(S(=O)(=O)NCC(=O)O)cc1C	-15	-19	3.9	0.2
COc1cc(OC)c(OC)cc1/C=C1\SC(N2CCCCC2)=NC1=O	-3	-13	-1.0	0.0
CCOC(=O)c1cc(-c2ccc(N3CCOCC3)cc2)nn1-c1ccccc1C(=O)O	11	9	4.3	0.1
CCCCN(C)c1ncnc2c1c(-c1ccccc1)cn2-c1cccc(C)c1	-10	-2	-0.1	0.3
C/C(=N\NC(=O)CN1CCCCC1)c1ccccc1O	19	1	0.0	-0.2
Cc1nccn1CC(O)COc1ccc(Br)cc1 (centres undefined)	5	6	1.1	0.1
COc1ccc(OC)c(N=c2oc3c(C)ncc(CO)c3cc2C(N)=O)c1	8	4	0.7	0.2
O=C(NCCS(=O)(=O)N1CCN(c2ncccn2)CC1)c1cccc(F)c1	6	9	0.6	0.0
CC1CCCN(C(=O)c2ccc([N+](=O)[O-])o2)C1 (centres undefined)	-1	3	0.3	-0.1
CCOCCn1c(=NC(=O)c2cccc(N3C(=O)CCC3=O)c2)sc2cc(C)ccc21	2	16	4.6	0.1
O=[N+]([O-])c1ccc(Cl)c(/C=N/NS(=O)(=O)c2ccccc2)c1	5	1	0.8	-0.1
Cc1nc2sccn2c1-c1nc(-c2cc(C)n(CC3CCCO3)c2C)cs1 (centres undefined)	-5	2	-0.2	0.0
CCC1(c2ccccc2)NC(=S)N(c2ccc(Br)cc2)N1 (centres undefined)	-9	-11	-0.2	-0.1
